Gli-Sufu antag: Gli-Sufu pathway antagonism. Sufu-KO-LIGHT fibroblasts, Gli luciferase reporter luminescence. AID 588413. actives 0.74% (n = 340,000). inhibition, % at 5 µM;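 active = inhibition above about 55%, limit read from the data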;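 note: 0% = DMSO-treated cells and 100% = wells with medium but no cells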
Jurkat NFkB inh: inhibitors of the PMA/ionomycin-induced NF-kB reporter in Jurkat cells | PMA/ionomycin-induced NF-kB luciferase reporter, luminescence | inhibition, % at 4 µM | actives 0.53% (n = 330,000) | AID 435003
697 NFkB inh: lowers PMA/ionomycin-induced NF-kB signal in 697 B cells; actives 0.33% (n = 330,000); 697 B-cell NF-kB luciferase reporter, 16 h; inhibition, % at 4 µM; AID 435022; in the data active = inhibition above about 35%
HKDC1 inh: inhibitors of human hexokinase HKDC1. Q2TB90. inhibition, % at 20 µM. recombinant HKDC1, G6PDH/diaphorase resazurin coupled fluorescence. actives 0.16% (n = 340,000);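 active = inhibition above about 35% when tested at 20 µM, limit read from the data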;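 note: plate controls were DMSO wells with enzyme for no effect and DMSO wells lacking enzyme for full effect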
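Material: recombinant HKDC1 hexokinase; Amount: HKDC1 at 5 µg/mL; Medium: Tris pH 8.0 buffer with MgCl2, Tween-20, BSA, BME; Schedule: 90 min reaction incubation at room temperature, dark; Technique: coupled resazurin fluorescence, excitation 525 nm, emission 613 nm.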
SENP8 inh: inhibitors of human SENP8 protease. Q96LD8. purified SENP8, Z-RLRGG-aminoluciferin cleavage, luminescence. inhibition, % at 10 µM. actives 1.2% (n = 330,000). AID 2540
Target sequence (Q96LD8 whole entry, looked up): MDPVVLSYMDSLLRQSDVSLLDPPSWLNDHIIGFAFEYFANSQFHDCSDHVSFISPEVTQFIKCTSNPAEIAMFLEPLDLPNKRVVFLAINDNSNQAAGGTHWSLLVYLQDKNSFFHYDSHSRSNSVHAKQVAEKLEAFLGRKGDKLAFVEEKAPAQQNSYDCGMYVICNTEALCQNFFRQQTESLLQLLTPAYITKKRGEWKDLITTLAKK
UBC13 inh: human UBC13 polyubiquitination inhibition | P61088 | UBC13 polyubiquitin chain formation, TR-FRET | actives 0.47% (n = 330,000) | AID 485273 | inhibition, % at 20 µM; in the data active = inhibition above about 45%, passing the limit was not always enough; inconclusive = no clear call, values can overlap the other calls
Target sequence (P61088 whole entry, looked up): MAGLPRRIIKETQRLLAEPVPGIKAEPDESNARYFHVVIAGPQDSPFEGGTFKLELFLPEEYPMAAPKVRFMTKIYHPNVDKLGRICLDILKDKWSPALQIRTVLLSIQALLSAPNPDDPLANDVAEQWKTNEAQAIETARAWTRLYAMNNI
SENP7 inh: SENP7 protease inhibition | AID 434973 | recombinant SENP7, Z-RLRGG-aminoluciferin luminescence, 40 min | Q9BQF6 | actives 1.5% (n = 330,000) | inhibition, % at 5 µM;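 active = inhibition above about 50% at the single test dose, limit read from the data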;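 note: plate controls were DMSO with enzyme for no effect and no enzyme buffer wells for full effect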
Target sequence (Q9BQF6 706-1050 limits assumed): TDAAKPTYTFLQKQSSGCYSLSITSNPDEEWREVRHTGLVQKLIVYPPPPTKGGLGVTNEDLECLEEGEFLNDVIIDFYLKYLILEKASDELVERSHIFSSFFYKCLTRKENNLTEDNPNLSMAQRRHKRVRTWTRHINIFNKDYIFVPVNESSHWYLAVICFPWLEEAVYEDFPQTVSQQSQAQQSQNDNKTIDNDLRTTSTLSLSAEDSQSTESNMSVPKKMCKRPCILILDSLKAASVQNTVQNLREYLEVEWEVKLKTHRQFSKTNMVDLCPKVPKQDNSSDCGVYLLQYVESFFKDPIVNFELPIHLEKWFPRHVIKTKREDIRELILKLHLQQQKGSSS
Apaf1 inhib: blocks human Apaf-1 apoptosome activity; O14727; reconstituted apoptosome caspase-3 activity, DEVD-Rh110 fluorescence; inhibition, % at 20 µM; actives 0.71% (n = 330,000); AID 489030; active = inhibition of at least 40% at 20 µM;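 note: plate controls were DMSO wells for no effect and DEVD-CHO caspase inhibitor wells for full effect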
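System – cell-free apoptosome with Apaf-1, procaspase-3 and caspase-9 · Buffer or medium – pH 7.5 Hepes buffer with CHAPS, BSA, DTT · Also added – cytochrome c with DEVD-Rh110 · Times – 30 min compound preincubation, 50 min activation, room temperature · Technique – Rh110 fluorescence intensity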
* = called active by the depositor; ? = inconclusive. Cut-off read from the data, not from the text of the source, unless noted: active = inhibition above about 50%; inactive = the rest.

(1) Nc1c(N(Cc2ccco2)C(=O)c2ccc(Cl)cc2)c(=O)[nH]c(=O)n1Cc1ccccc1
(2) CC(C)(C)c1ccc(C(=O)/C=C2\NC(=O)CS2)cc1
(3) O=C(NC1(c2ccccc2)CC1)C1CCC(=O)N(Cc2ccc(Cl)cc2)C1 (centres undefined)
(4) c1ccc2nc3c(nc2c1)OCC1CCCCN31 (centres undefined)
(5) c1ccc(Nc2nc3ccccc3n3nnnc23)cc1
(6) Cc1ccccc1-c1nc(CS(=O)(=O)CC(=O)NCc2ccccc2)c(C)o1
(7) O=C(Nc1ccccc1)c1cccc(N2CCCC2=O)c1
(8) Cn1cc(S(=O)(=O)N2CCN(Cc3ccccc3)CC2)c(=O)n(C)c1=O
(9) O=C(CCSc1nnc(-c2ccncc2)o1)Nc1ccccc1Cl
(10) Cc1ccc(S(=O)(=O)Oc2ccccc2/C=C2\SC(=O)NC2=O)cc1

assay / entry	1	2	3	4	5	6	7	8	9	10
Gli-Sufu antag	4	-93	4	21	-47	3	-40	-3	3	26
Jurkat NFkB inh	-4	-104	9	-75	-55	3	-29	-8	-6	-22
697 NFkB inh	5	-239	8	-89	-66	21	-13	-7	4	-22
HKDC1 inh	-3	7	-6	-4	-4	12	-2	0	-6	4
SENP8 inh	-7	35	1	-13	13	0	-9	-13	-14	0
UBC13 inh	-10	-12	1	?	8	1	-8	-16	2	-18
SENP7 inh	7	36	2	-13	-1	3	3	14	-4	3
Apaf1 inhib	1	2	-1	4	7	0	-2	6	2	14

Overlap with the part before: four compounds, then new ones.
(7) O=C(Nc1ccccc1)c1cccc(N2CCCC2=O)c1
(8) Cn1cc(S(=O)(=O)N2CCN(Cc3ccccc3)CC2)c(=O)n(C)c1=O
(9) O=C(CCSc1nnc(-c2ccncc2)o1)Nc1ccccc1Cl
(10) Cc1ccc(S(=O)(=O)Oc2ccccc2/C=C2\SC(=O)NC2=O)cc1
(11) CCn1c(CC(=O)Nc2ccccc2)nnc1SCc1nc2ccccc2c(=O)[nH]1
(12) Cc1cc(OCC(=O)NCc2cccnc2)c2c(C)cc(=O)oc2c1
(13) C/C(=N\NC(=O)CN1CCCCC1)c1ccccc1O
(14) CCCCCc1c(O)nc(SCCN2CCOCC2)[nH]c1=O
(15) CN(Cc1ccccc1)S(=O)(=O)c1ccc(NC(=S)NC(=O)C(C)(C)C)cc1
(16) Cc1csc2c(=O)n(CCO)c(=O)[nH]c12
(17) O=c1c2c3c(sc2ncn1/N=C/c1cccnc1)CCCC3
(18) O=C(NCCc1ccccc1)C1CCCN1S(=O)(=O)c1ccc(Cl)cc1 (centres undefined)
(19) Cc1ccc(OCCN(C)C(=O)C2CCC(=O)N(CC3CCCCC3)C2)cc1 (centres undefined)
(20) COc1ccc2cc(C=O)n(C)c2c1

assay / entry	7	8	9	10	11	12	13	14	15	16	17	18	19	20
Gli-Sufu antag	-40	-3	3	26	-19	6	-9	1	26	-3	-1	-8	16	1
Jurkat NFkB inh	-29	-8	-6	-22	-3	-6	-3	-20	-6	4	13	-26	17	0
697 NFkB inh	-13	-7	4	-22	10	12	-5	18	-9	18	-5	-2	-7	11
HKDC1 inh	-2	0	-6	4	0	-4	-12	-12	-10	-6	9	5	1	-3
SENP8 inh	-9	-13	-14	0	6	-9	-4	-12	0	5	-4	1	6	3
UBC13 inh	-8	-16	2	-18	2	11	7	4	-4	-1	30	5	0	4
SENP7 inh	3	14	-4	3	-3	12	9	-2	5	-5	1	6	-13	2
Apaf1 inhib	-2	6	2	14	-19	-12	5	7	15	-12	6	10	13	-6

A portion of the results above:
(11) CCn1c(CC(=O)Nc2ccccc2)nnc1SCc1nc2ccccc2c(=O)[nH]1
(12) Cc1cc(OCC(=O)NCc2cccnc2)c2c(C)cc(=O)oc2c1
(13) C/C(=N\NC(=O)CN1CCCCC1)c1ccccc1O
(14) CCCCCc1c(O)nc(SCCN2CCOCC2)[nH]c1=O

assay / entry	11	12	13	14
Gli-Sufu antag	-19	6	-9	1
Jurkat NFkB inh	-3	-6	-3	-20
697 NFkB inh	10	12	-5	18
HKDC1 inh	0	-4	-12	-12
SENP8 inh	6	-9	-4	-12
UBC13 inh	2	11	7	4
SENP7 inh	-3	12	9	-2
Apaf1 inhib	-19	-12	5	7

The results go on.
(21) CC(=O)N1CCc2c(sc(NC(=O)c3ccc4c(c3)OCCO4)c2C#N)C1
(22) COc1cc(SC)ccc1C(=O)Nc1ccc(S(=O)(=O)N2CCCC2)cc1
(23) CC(C)Cn1c(SCC(=O)Nc2ccc(Cl)cc2F)nc(O)cc1=O
(24) Cc1ccc(OCc2cc(C(=O)N3CCc4sccc4C3)no2)cc1C
(25) Cc1ccc(S(=O)(=O)N2CCN(C(=S)NCC3CCCO3)CC2)cc1 (centres undefined)
(26) CCNC(=O)COC(=O)/C=C/c1c(C)nn(Cc2cccc(OC)c2)c1Cl
(27) CCCCN(C(=O)c1ccc2c(c1)NC(=O)CS2)c1ccccc1
(28) CCN(CC(=O)Nc1ccc(OC)cc1)CC(=O)Nc1ccc2c(c1)OCO2
(29) Nc1nnc(SC2CC(=O)N(c3ccccc3)C2=O)s1 (centres undefined)
(30) CCCOc1ccc(C(=O)Nc2cc(S(=O)(=O)N3CCOCC3)ccc2N2CCOCC2)cc1

assay / entry	21	22	23	24	25	26	27	28	29	30
Gli-Sufu antag	-22	-2	6	-11	5	5	7	-20	3	2
Jurkat NFkB inh	3	-10	4	5	7	1	-8	-3	-4	16
697 NFkB inh	-50	2	0	19	12	13	-3	5	8	26
HKDC1 inh	1	-5	-2	1	-4	-1	-8	-5	-4	-4
SENP8 inh	-6	-2	0	0	1	3	-9	-12	-10	-11
UBC13 inh	-10	4	-1	-2	-3	-6	4	4	-6	3
SENP7 inh	-5	-14	4	15	-6	7	-6	-6	-7	-8
Apaf1 inhib	18	-2	-1	20	0	-2	23	6	4	11

(31) CC(=O)Oc1ccc(C(=O)NC(C)CCc2ccccc2)cc1 (centres undefined)
(32) Cc1ccc(-c2cc(Cc3ccncc3)c(=O)[nH]n2)cc1
(33) Cc1ccc(-n2nnnc2SCC(=O)N2CCCCC2)cc1
(34) C[C@H](CO)N1C[C@H](C)[C@@H](CN(C)S(=O)(=O)c2cccs2)Oc2c(NS(=O)(=O)c3ccccc3)cccc2C1=O
(35) CCC(C(=O)N1CCOCC1)n1nc(C)c2sc3ccccc3c2c1=O (centres undefined)
(36) COC(=O)C1C(c2ccc(OC)c(OC)c2)NC(c2ccc(OC)c(OC)c2)C(C(=O)OC)S1(=O)=O (centres undefined)
(37) COc1ccc(-c2nc(NC(=O)CCNC(=O)c3ccco3)sc2C)cc1
(38) CCS(=O)(=O)c1ccc(O)c(NC(=O)COc2ccccc2)c1
(39) O=C(NOCc1ccccc1)c1ccc([N+](=O)[O-])cc1
(40) CCCc1cc(=O)n2[nH]c(Cc3ccccc3)nc2n1

assay / entry	31	32	33	34	35	36	37	38	39	40
Gli-Sufu antag	2	-1	-8	11	-11	2	21	9	-65	5
Jurkat NFkB inh	2	6	-16	12	-3	-3	5	3	-51	1
697 NFkB inh	10	0	13	9	8	6	-17	21	-74	11
HKDC1 inh	-9	-3	-10	1	-1	-11	-4	2	4	-1
SENP8 inh	2	2	10	0	-9	2	6	-3	-13	-9
UBC13 inh	0	5	-11	1	0	5	-1	4	2	3
SENP7 inh	1	5	2	2	3	-1	8	1	4	0
Apaf1 inhib	-39	-1	7	17	3	-15	4	-9	-1	-11

(41) CCOC(=O)c1ccc(NC(=S)N(CCCN2CCN(CC)CC2)Cc2cccs2)cc1
(42) COC(=O)N/N=C/c1cn(CCCOc2ccccc2)c2ccccc12
(43) CCOC(=O)N1CCN(C(=O)c2ccc(S(=O)(=O)Nc3ccccc3)cc2)CC1
(44) COc1ccc(-c2csc(NC(=O)C3COc4ccccc4O3)n2)cc1OC (centres undefined)
(45) CC(C(=O)Nc1ccc(S(=O)(=O)N2CCCC2)cc1)N(C)Cc1ccc(F)cc1 (centres undefined)
(46) Cc1cc(C)cc(N(CC(=O)NC2CCCC2)C(=O)CCC(=O)Nc2cc(C)ccn2)c1
(47) CCOc1ccccc1C1C(C(=O)OC)=C(N)OC2=C1C(=O)CCC2 (centres undefined)
(48) COc1ccc(CN(C2CCCC2)S(=O)(=O)c2ccc(-n3cnnn3)cc2)cc1OC
(49) C/C(=C\C(=O)c1ncc(C(F)(F)F)cc1Cl)N(C)C
(50) CC1CCN(S(=O)(=O)c2ccc(NC(=O)Cc3ccc(S(=O)(=O)N4CCOCC4)s3)cc2)CC1

assay / entry	41	42	43	44	45	46	47	48	49	50
Gli-Sufu antag	3	-13	5	-1	-3	-4	-2	-9	-32	9
Jurkat NFkB inh	-10	-7	11	4	-8	10	12	-1	-11	16
697 NFkB inh	-27	-38	-10	5	14	12	-3	-30	-6	-16
HKDC1 inh	-1	-1	-4	1	7	2	-8	7	-6	0
SENP8 inh	7	-3	5	-2	-1	1	1	-7	6	8
UBC13 inh	1	12	6	10	11	7	-1	-5	-6	4
SENP7 inh	-6	2	3	2	9	5	24	-3	4	-3
Apaf1 inhib	2	5	-3	11	23	18	-8	38	-14	9

(51) c1cncc(-c2nc(NCCCN3CCOCC3)c3c4c(sc3n2)CCC4)c1
(52) CC(C)(C)n1nnnc1C(c1cccnc1)N1CCN(C(=O)c2ccco2)CC1 (centres undefined)
(53) COCc1ccc(C(=O)NC2CCCN(Cc3ccccc3F)C2)o1 (centres undefined)
(54) COc1ccc(OC)c(C(=O)CSc2nc3cccnc3n2C)c1
(55) CN(C)CCCNC(=O)CC1C[C@H](C(=O)N2CCOCC2)[C@@]2(CCC3CCCC3)c3[nH]c4ccccc4c3CCN2C1=O (some centres undefined)

assay / entry	51	52	53	54	55
Gli-Sufu antag	11	3	-3	0	-2
Jurkat NFkB inh	-31	-4	-3	12	-3
697 NFkB inh	-21	-23	13	-20	-6
HKDC1 inh	4	-9	-9	7	-1
SENP8 inh	7	-8	5	0	-4
UBC13 inh	17	-8	-11	4	18
SENP7 inh	4	14	-2	-2	12
Apaf1 inhib	-1	-10	-1	-1	23
